# Pin1 inh: human Pin1 inhibition; Pin1 FP peptide displacement, HiFluor488, 10 min; Q13526; AID 504891; 390,000 compounds, 0.009% hits; Potency, µM (series often up to 115 µM), for the others: at the top dose activity, negative = inhibition, hits mostly inhibitors; active means well fitted inhibition curve with a large enough effect in the polarisation, with a control signal flat, not every such curve was filed as active; inconclusive means small, poorly fitted or top-dose-only effect, or effect the other way, or a change in a side signal; inactive means no such curve, though single readings can be large or run the other way; the % refers to the polarisation; further: potency means the concentration at half of the fitted maximal effect; on the % scale 0 is the no-effect control and ±100 the full control effect
# BAZ2B block: inhibitors of human BAZ2B bromodomain | Q9UIF8 | AlphaScreen BAZ2B-H3K14Ac peptide displacement | Potency, µM (titrated, usually from 114 µM), for the others: at the highest dose activity change, negative = inhibition, usual class: inhibitors | 360,000 compounds, 4.4% hits; further: potency means the concentration at half of the fitted maximal effect; on the % scale 0 is the no-effect control and ±100 the full control effect; nearly all actives have a fitted effect of over 60% in size
#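 Multi-concentration screen (max 110 uM) measuring displacement of acetylated histone H3 peptide from BAZ2B by AlphaScreen, using 50 nM protein, 50 nM peptide and 10 ug/mL streptavidin donor plus Ni-chelate acceptor beads.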
# ERG-DNA inh: ERG Ets/DNA interaction inhibition. Potency, µM (series often up to 76.9 µM), for inactives: at the highest dose FP activity, negative = inhibition, usual class: inhibitors. P11308. fluorescence polarization, His-ERG Ets domain / labelled DNA. 370,000 compounds, 0.028% hits. AID 624246; active means well fitted inhibition curve with a large enough effect in the polarisation, with a control signal flat; inconclusive means small, poorly fitted or top-dose-only effect, or effect the other way, or a change in a side signal; inactive means no such curve, though single readings can be large or run the other way; the % refers to the polarisation;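 further: polarization taken with two DNA probes labelled with fluorescein and Texas red; potency means the concentration at half of the fitted maximal effect; % of control where 0% means no effect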
#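 His-tagged ERG Ets domain (1 uM in the protein solution; 300mM KCl, 50mM Tris-HCl, 1mM EDTA, 1mM DTT, pH 7.5) received compound, then a probe mix of 5 nM fluorescein-DNA and 100nM Texas-615-DNA. Fluorescence polarization was read for both dyes.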
# G9a inh: G9a (human) methyltransferase inhibition; G9a H3K9 monomethylation, AlphaScreen, 2 h; Potency, µM (highest dose often 102 µM), inactives show at the top dose activity, negative = inhibition, usual class: inhibitors; 350,000 compounds, 8.8% hits; Q96KQ7; further: potency means the concentration at half of the fitted maximal effect; on the % scale 0 is the no-effect control and ±100 the full control effect; nearly all actives have a fitted effect of over 75% in size
#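 AlphaScreen detection with an anti-monomethyl H3K9 antibody quantified product after a 2 h room-temperature reaction containing 500 nM biotinylated H3K9 peptide, 20 µM SAM and 20 nM enzyme, which had been preincubated 15 min with compound.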
# GLS inhibitor: blocks human kidney-isoform glutaminase activity; GLS enzymatic activity, qHTS titration; Potency, µM (titrated, usually from 45.5 µM), for inactives: at the highest dose activity change, negative = inhibition, actives largely listed as inhibitors; 410,000 compounds, 0.21% hits; AID 624170; further: potency means the concentration at half of the fitted maximal effect; on the % scale 0 is the no-effect control and ±100 the full control effect
#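 Human kidney-isoform GLS in 45 mM KH2PO4 pH 8.2, 0.02% Tween-20, with compound, started with 1mM L-Glutamine (added stock). Glutamate oxidase/HRP/Amplex red coupled fluorescence read at start and after 30 min at RT.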
# JMJD2A Tudor inh: inhibitors of human JMJD2A Tudor domain. O75164. Potency, µM (series often up to 114 µM), for the others: at the top dose activity change, negative = inhibition, most hits filed as inhibitors. 390,000 compounds, 4.4% hits. AlphaScreen JMJD2A-Tudor / H3K4me3 peptide binding; further: potency means the concentration at half of the fitted maximal effect; on the % scale 0 is the no-effect control and ±100 the full control effect; nearly all actives have a fitted effect of over 50% in size
# HP1b binding inh: inhibitors of HP1-beta chromodomain binding to methylated histone tails | AlphaScreen HP1-beta / biotin-H3K9me3 peptide binding | 390,000 compounds, 0.56% hits | P83916 | Potency, µM (titrated, usually from 114 µM), inactives show at the highest dose activity change, negative = inhibition, most hits filed as inhibitors; further: potency means the concentration at half of the fitted maximal effect; nearly all actives have a fitted effect of over 70% in size; inactives centre near 23
#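 HP1-beta protein (50 nM final) preincubated 30 min at room temperature with biotinylated H3(1-18)K9me3 peptide (50 nM) in PBS pH 7.4, 0.01% Tween-20, then compound added for 30 min. AlphaScreen streptavidin donor/nickel chelate acceptor beads (10 ug/mL final), 30 min dark, luminescence read.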
# PGK inhibitor: inhibitors of T. brucei phosphoglycerate kinase. 380,000 compounds, 0.043% hits. Potency, µM (highest dose often 57.5 µM), for inactives: top-dose activity change, negative = inhibition, most hits filed as inhibitors. PGK/GAPDH coupled, Kinase-Glo luminescence, 60 min; further: potency means the concentration at half of the fitted maximal effect; on the % scale 0 is the no-effect control and ±100 the full control effect; nearly all actives have a fitted effect of over 60% in size
#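 Recombinant glycosomal PGK reaction used 1,3-bisphosphoglycerate generated in-well by GAPDH (100nM final) in 100mM TEA pH 7.6, 5mM MgCl2, 0.01% Tween-20. After 60 minutes at room temperature, ATP was read by Kinase-Glo Plus luminescence end-point.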
# PI4K2A block: PI4K2A (human) kinase inhibition; purified PI4K2A, ADP-Glo luminescence, 1 h; stronger effect = lower value; AID 1346378; 420,000 compounds, 0.13% hits; activity change, negative = inhibition, % at 76.9 µM; Q9BTU6; in the data active means activity change below about -50%; inconclusive means mostly about -30% to -49%;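 further: -100% = wells without enzyme as full effect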
#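 In this quantitative HTS, ADP production by PI4K2A was quantified luminescently after 1 h at ambient temperature; 100 microM adenosine served as plate-quality control.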
# Starred values were filed as active, the others as inactive; i = inactive; u = inconclusive; x = not tested or not shown; & = joins results of further samples; [ ] = another dose, or the depositor's remark. Unless noted, the call rests on the fitted dose curve; in most records, active means well fitted curve in the direction sought with a large enough effect; inconclusive means small, poorly fitted or top-dose-only effect, or another doubt; inactive means no such curve, though single readings can be large; an effect the other way counts as inactive or inconclusive.
Pin1 inh,BAZ2B block,ERG-DNA inh,G9a inh,GLS inhibitor,JMJD2A Tudor inh,HP1b binding inh,PGK inhibitor,PI4K2A block,Compound
3%,u,x,-16%[59 µM],11%,u,-6%,x,2,CNc1ccc(OC(F)F)cc1C(=O)c1ccccc1
-5%,2%,-1%,6%[59 µM],6%,0%,36%,4%,-2,CC(C)c1ccc(NC(=O)CN(C)S(=O)(=O)c2ccc3c(c2)n(C)c(=O)c(=O)n3C)cc1
-7%,u,0%,7%[59 µM],-1%,-23%,-6%,-3%,-3,Cc1ccc(-c2csc3nc[nH]c(=S)c23)cc1
-3%,10%,0%,11%[59 µM],16%,9%,32%,0%,-1,Cc1cccnc1NC(=O)Nc1ccc(F)cc1
u,-27%,-9%,8%[59 µM],-4%,-21%,23%,x,5,Cc1ccc(-n2cnnn2)c(S(=O)(=O)N2CCOCC2)c1
-2%,-13%,-8%,-9%,6%,1%,24%,3%,-3,O=C(CCC(=O)N/N=C/c1ccco1)N/N=C/c1ccco1
5%,x,3%,32µM*,-3%,-17%,13%,-1%,5,C[n+]1cc[nH]c1SCC(=O)c1ccc(Cl)cc1
4%,0%,-2%,4%[59 µM],-1%,-24%,45%[activator],5%,-9,COc1ccc2cc3cc(C(=O)Nc4ccc5c(c4)OCCO5)oc3nc2c1
-4%,0%,-4%,16%,-10%,5%,33%,-5%,-2,Cc1ccccc1C(=O)NC(C(N)=O)P(=O)(OC(C)C)OC(C)C (centres undefined)
1%,-24%,14%,41%[0.501 µM],8%,-26%,6%,i,-3,COCCNC(=O)c1onc(CSc2ccccc2)c1C(=O)O
0%,5%,-4%,-42%[59 µM],-1%,-15%,-23%,i,5,CCCCOc1cccc(NC(=O)CSc2nnc(C)s2)c1
u,x,1%,u,9%,-18%,16%,-11%,4,CCOc1ccc(C(=O)c2ccccc2C(=O)O)cc1OCC
0%,0%,-1%,7%[59 µM],16%,-23%,6%,0%,1,COc1ccccc1N1CCN(C(=O)c2nn(-c3ccccc3OC)c(=O)c3ccccc23)CC1
0%&0%,-17%&-30%,-14%&-1%,50µM*,u,-10%&-8%,19%&5%,-9%&0%,-16&1,Oc1ccc(NC(=S)Nc2ccccc2)cc1
11%,u,0%,x,6%,u,-18%,-5%,-1,S=C(NCc1ccco1)N1CCN(C/C=C/c2ccccc2)CC1
4%,-21%,0%,-4%[0.501 µM],9%,-17%,8%,-1%,0,N#Cc1ccc(OCC(=O)OCC(=O)c2ccc[nH]2)cc1
-1%,-5%,7%,5%,-8%,-6%,44%[activator],i,0,S=c1nc(-c2ccccc2Cl)n(Cc2cccnc2)c2c1CCCC2
-1%,x,12%,x,-5%,8%,48%[activator],-1%,1,C/C(=N\OC(=O)Nc1ccccc1)c1ccc(C)cc1
-3%,x,-4%,x,-4%,-15%,40%[activator],-2%,0,COc1ccc(C=NNC(=O)CCCCC(=O)NN=Cc2ccc(OC)cc2)cc1
-15%,-6%,-12%,10%[59 µM],-2%,-4%,58%[activator],i,u,CCN1C(=O)c2cccc3c(S(=O)(=O)NCc4ccco4)ccc1c23
-2%,3%,0%,-3%[59 µM],6%,-18%,9%,1%,4,O=C(O)C1CCC(=O)N1C1CCCC1 (centres undefined)
4%,19%,-5%,8%[59 µM],-1%,-23%,26%,-1%,0,C[C@H]1CCC[C@@]2(O[C@@H](CCO)C[C@@H](O)[C@@H]2O)O1
u,-7%,-8%,10%[12.7 µM],6%,-25%,21%,2%,-22,CC(C)C(C)NC(=O)CSc1nc2scc(-c3ccco3)c2c(=O)n1-c1ccccc1 (centres undefined)
3%,x,-5%,x,6%,-6%,45%[activator],3%,-7,COCc1ccc(-c2c(-c3ccsc3)oc(=O)c3cc(OC)c(OC)cc23)cc1
4%,4%,-6%,u,-15%,-14%,8%,-1%,0,CC(C)CN(C(=O)c1cccc(S(=O)(=O)N2CCN(Cc3ccccc3)CC2)c1)C1CCS(=O)(=O)C1 (centres undefined)

# Next part:
Pin1 inh,BAZ2B block,ERG-DNA inh,G9a inh,GLS inhibitor,JMJD2A Tudor inh,HP1b binding inh,PGK inhibitor,PI4K2A block,Compound
0%,-7%,-6%,u,1%,-13%,18%,-8%,-1,Cc1cccn2cc(CCNS(=O)(=O)c3ccc([N+](=O)[O-])cc3)nc12
20%,-1%,-7%,-5%[2.33 µM],-5%,-7%,32%,x,4,COc1ccc(N/C=C(\C=C\C#N)S(=O)(=O)c2ccccc2)cc1
-1%,18µM*,-16%,u,11%,79µM*,-22%,-1%,-15,Cc1cccc(C(=O)NNC2=C(C(=O)C(F)(F)F)CCC2)c1O
4%,-2%,1%,2%[59 µM],0%,-7%,34%,0%,2,CCCCN(Cc1cc2cc(C)ccc2[nH]c1=O)C(=O)c1cccc(Cl)c1
-2%,x,2%,x,5%,-5%,15%,-1%,0,CC1(C2CC2)NC(=O)N(CC(=O)N2CCN(c3cccc(C(F)(F)F)c3)CC2)C1=O (centres undefined)
5%,-5%,-3%,-7%[59 µM],19%,-20%,22%,-5%,-15,CCN(CC)C(=O)c1ccc(Nc2nnc(-c3ccc(C)c(S(=O)(=O)NC)c3)c3ccccc23)cc1
-2%,-7%,-10%,-3%[0.501 µM],-2%,-3%,3%,2%,2,Cc1c(N)cccc1[N+](=O)[O-]
-9%,3%,6%,-21%[59 µM],3%,5%,23%,-4%,-4,Brc1c(CSc2nc3ccccc3o2)nc2ncccn12
4%,u,-4%,-13%[0.501 µM],-3%,-16%,30%,i,-7,Cc1nc2c(n1C1CCCCC1)C(=O)c1ccccc1C2=O
5%,3%,2%,16%,-6%,-19%,22%,-8%,-1,Cc1ccc(C(=O)N(Cc2nc3ccccc3c(=O)[nH]2)C2CCCC2)cc1
1%,11%[0.457 µM],-3%,u,4%,-24%,-15%,8%,-1,CC1CC(c2ccccc2)=Nc2ccccc2N1 (centres undefined)
-1%,3%,-10%,-3%,0%,-8%,25%,-1%,-3,COC(=O)CCCC(=O)NC(C)c1cnn(-c2ccccc2C)c1C (centres undefined)
-1%,1%,2%,x,-9%,-7%,43%[activator],-1%,3,COc1ccc(N2CCCC2=N)c(OC)c1
-9%,-8%,-1%,x,11%,u,-4%,-5%,-6,Cc1cccc(C(=O)Oc2cccc3c(O)cccc23)c1
6%,1%,26%,19%[0.501 µM],5%,-6%,26%,-1%,9,COCCNS(=O)(=O)c1ccc(-c2ccc(Cl)cc2)cc1
-5%,-12%,0%,12%,-3%,1%[57.1 µM],50%[activator],-4%,4,CCN1CCN(C(=O)c2c(-c3c(F)cccc3Cl)noc2C)CC1
1%,-1%,-6%,-10%,-6%,u,-9%[57 µM],4%,2,CCCOc1nc2c(c(=O)n(C)c(=O)n2C)n1C
0%,8%,-2%,13%[59 µM],5%,-1%,10%,7%,0,O=C(CSCC(=O)NC1CC1)Nc1ccc2ccccc2c1
-7%,-8%,5%,x,-9%,-11%,27%,i,0,CC(C)(C)C(=O)Nc1ccc(F)cc1[N+](=O)[O-]
-1%,-29%,6%,18%[59 µM],-19%,-18%,16%,i,5,O=[N+]([O-])c1cccc(/C=N/Nc2nc(N3CCCCC3)nc(N3CCCCC3)n2)c1
-3%,-1%,-6%,-10%,-4%,-6%,53%[activator],10%,-2,CCOC(=O)N1CCC(N2C(=O)c3cc(C(=O)NC4CCCCC4)ccc3C2O)CC1 (centres undefined)

# Some of these compounds in order of SMILES length, largest number first:
Pin1 inh,BAZ2B block,ERG-DNA inh,G9a inh,GLS inhibitor,JMJD2A Tudor inh,HP1b binding inh,PGK inhibitor,PI4K2A block,Compound
u,-7%,-8%,10%[12.7 µM],6%,-25%,21%,2%,-22,CC(C)C(C)NC(=O)CSc1nc2scc(-c3ccco3)c2c(=O)n1-c1ccccc1 (centres undefined)
0%,-7%,-6%,u,1%,-13%,18%,-8%,-1,Cc1cccn2cc(CCNS(=O)(=O)c3ccc([N+](=O)[O-])cc3)nc12
-1%,3%,-10%,-3%,0%,-8%,25%,-1%,-3,COC(=O)CCCC(=O)NC(C)c1cnn(-c2ccccc2C)c1C (centres undefined)
u,-27%,-9%,8%[59 µM],-4%,-21%,23%,x,5,Cc1ccc(-n2cnnn2)c(S(=O)(=O)N2CCOCC2)c1
-7%,-8%,5%,x,-9%,-11%,27%,i,0,CC(C)(C)C(=O)Nc1ccc(F)cc1[N+](=O)[O-]
u,x,1%,u,9%,-18%,16%,-11%,4,CCOc1ccc(C(=O)c2ccccc2C(=O)O)cc1OCC
-1%,1%,2%,x,-9%,-7%,43%[activator],-1%,3,COc1ccc(N2CCCC2=N)c(OC)c1
-2%,-7%,-10%,-3%[0.501 µM],-2%,-3%,3%,2%,2,Cc1c(N)cccc1[N+](=O)[O-]

# Screening results as filed in PubChem.

# This is a random part of the collection; about 11% have a hit in one of these screens.
